# LEDGF integ inh – blocks HIV-1 LEDGF/p75-dependent DNA integration. AID 743269. TR-FRET IN-LEDGF/p75 DNA integration, Eu/Cy5. actives 0.64% (n = 370,000). inhibition, % at 3.7 µM;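 active = inhibition above the screen-wide mean plus 3 SD, cut at about 13% in these data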;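 also: signal is the Cy5 over europium emission ratio at 671 and 618 nm; 0% = plate median of compound wells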
# TDP2 absorb – TDP2 (human) inhibition, absorbance primary screen; O95551; recombinant TDP2, T5PNP hydrolysis, p-nitrophenol absorbance 415 nm; inhibition, % at 12.8 µM; actives 0.34% (n = 370,000); AID 720702;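 active = inhibition above the mean of all tested compounds plus 3 SD, set per campaign, cut at about 25% in these data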;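 also: 0% = DMSO with enzyme and 100% = buffer with substrate but no TDP2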
#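 Assay system: Recombinant human TDP2 | Quantity: 120 nM TDP2 per well | Incubation: 2 h at 37 °C | Signal: Epi absorbance | Evaluation: Percent inhibition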
# ABHD4 inh – inhibits mouse alpha/beta hydrolase domain 4 | Q8VD66 | purified mABHD4, FP-Rh probe fluorescence polarization | inhibition, % at 8.92 µM | actives 0.54% (n = 370,000);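 active = inhibition exceeding the mean over every tested compound plus 3 SD, cut at about 30% in these data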;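 also: 0% = plate median of compound wells and 100% = S159A mutant with DMSO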
#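 System: mouse ABHD4 enzyme, wild type / Medium: HEPES pH 7.0, NaCl, Pluronic buffer / Reagent: FP-Rh activity-based fluorescent probe / Control set: S159A mutant high control, sample median low control / Detection: fluorescence polarization with parallel and perpendicular emission, 525/598 nm / Schedule: 45 min + 60 min at 25 °C / Compound dosing: 8.92 µM, single dose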
# SIAE inh – inhibitors of human sialic acid acetylesterase SIAE. actives 0.69% (n = 370,000). inhibition, % at 9.66 µM. AID 1053197. Q9HAT2. SIAE FP-Rh probe binding, fluorescence polarization;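 active = inhibition above a cutoff: mean of compounds within the control limits plus 3 SD of those, cut at about 17% in these data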;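 also: 0% = plate median of compound wells and 100% = probe without SIAE protein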
# Target sequence (Q9HAT2 whole entry, looked up): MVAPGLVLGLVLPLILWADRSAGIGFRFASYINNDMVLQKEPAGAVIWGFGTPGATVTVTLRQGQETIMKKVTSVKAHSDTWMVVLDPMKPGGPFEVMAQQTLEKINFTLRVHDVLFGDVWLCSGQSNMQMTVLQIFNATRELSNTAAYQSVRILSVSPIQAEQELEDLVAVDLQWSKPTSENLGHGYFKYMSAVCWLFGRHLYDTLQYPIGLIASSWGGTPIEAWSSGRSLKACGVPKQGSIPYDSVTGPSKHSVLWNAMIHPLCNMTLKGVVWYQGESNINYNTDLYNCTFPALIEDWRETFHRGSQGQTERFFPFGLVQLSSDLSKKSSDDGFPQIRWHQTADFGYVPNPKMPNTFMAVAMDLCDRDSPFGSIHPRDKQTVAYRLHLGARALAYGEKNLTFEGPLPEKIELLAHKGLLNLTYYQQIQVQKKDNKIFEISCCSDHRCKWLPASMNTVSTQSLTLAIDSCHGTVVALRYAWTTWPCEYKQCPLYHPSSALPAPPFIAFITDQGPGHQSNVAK
# PRMT1 FP inh – PRMT1 (human) inhibition, primary screen; Q99873; recombinant PRMT1, activity-based probe fluorescence polarization; inhibition, % at 2.79 µM; actives 1.3% (n = 370,000);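 active = inhibition above about 21% made by adding two undisclosed values, limit read from the data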
# rCAG RNA binder – binds r(CAG) RNA repeats | r(CAG) RNA repeat, TO-PRO-1 dye displacement fluorescence | actives 1.3% (n = 370,000) | AID 651821 | inhibition, % at 3 µM;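 active = inhibition above the plate cutoff, the mean of all test compounds on that plate plus 3 SD, cut at about 35% in these data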;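 also: 0% = DMSO alone and 100% = 100 µM mitoxantrone as full dye displacement; higher means more dye released from RNA so lower well fluorescence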
# TCR-CD3 inh – blocks the human TCR-CD3 interaction; TAMRA-labeled TCR probe fluorescence, biochemical; inhibition, % at 9.4 µM; actives 0.37% (n = 360,000); in the data active = inhibition above about 19%;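 also: recombinant mutant TCR 2C K166C tagged with TAMRA read by polarization; 0% = receptor in buffer alone and 100% = receptor with positive control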
# HTRA1 inhibitor – inhibitors of human serine peptidase HTRA1. recombinant HTRA1, FP-rhodamine activity-based probe, fluorescence polarization. Q92743. inhibition, % at 5.96 µM. actives 0.5% (n = 340,000). AID 504803; in the data active = inhibition above about 36%;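 also: 0% = enzyme with DMSO and 100% = wells lacking enzyme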
# Target sequence (Q92743 whole entry, looked up): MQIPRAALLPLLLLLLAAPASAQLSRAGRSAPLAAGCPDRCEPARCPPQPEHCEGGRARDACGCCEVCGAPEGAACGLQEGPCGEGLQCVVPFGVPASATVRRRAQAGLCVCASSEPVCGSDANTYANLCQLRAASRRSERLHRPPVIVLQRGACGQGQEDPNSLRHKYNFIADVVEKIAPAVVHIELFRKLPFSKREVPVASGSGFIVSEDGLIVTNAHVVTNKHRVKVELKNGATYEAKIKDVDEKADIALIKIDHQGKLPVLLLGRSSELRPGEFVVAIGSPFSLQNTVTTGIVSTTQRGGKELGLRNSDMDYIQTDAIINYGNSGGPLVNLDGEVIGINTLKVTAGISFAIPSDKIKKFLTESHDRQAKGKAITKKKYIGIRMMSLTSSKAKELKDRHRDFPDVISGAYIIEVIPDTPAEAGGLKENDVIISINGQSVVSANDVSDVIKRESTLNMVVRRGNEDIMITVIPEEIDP
# PG9 Ab binder – small molecules binding HIV-1 gp120 antibody PG9. TR-FRET gp120-PG9 antibody binding. inhibition, % at 6.7 µM. actives 0.43% (n = 360,000); in the data active = inhibition above about 8.5%
# NR1D1 modulator – modulators of human Rev-erb alpha DNA binding; Rev-erbα–FITC-DNA binding, fluorescence polarization, 90 min; P20393; actives 0.79% (n = 370,000); activity, % at 10 µM;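 active = activity above about 14%, limit read from the data; passing the limit was not always enough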;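 also: 0% = DMSO wells with 35 nM protein and 100% = DMSO wells with 750 nM protein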
# Numbers without * were called inactive; x = no result given. Only part of the results is shown. The share of hits here may be higher or lower than overall.
SMILES,LEDGF integ inh,TDP2 absorb,ABHD4 inh,SIAE inh,PRMT1 FP inh,rCAG RNA binder,TCR-CD3 inh,HTRA1 inhibitor,PG9 Ab binder,NR1D1 modulator
CC(=O)c1cccc(Nc2cc(C)nc3c(C)cccc23)c1,-2,10,1,-9,2,-1,1,-4,1.7,3
CC(C)Cc1nnc(NC(=O)C2CSC3(C)CCC(=O)N23)s1 (stereo not given),5,-14,-5,-11,-6,-4,5,-1,-2.7,1
Cc1nc2ccc(S(=O)(=O)NCC(=O)NCc3ccc4c(c3)OCO4)cc2s1,0,-9,-8,-9,49*,4,7,0,-0.4,-3
C/C(Cl)=C/Cn1c(SCCN2CCOCC2)nc2c1c(=O)[nH]c(=O)n2C,5,-3,-11,0,0,-1,-3,10,-0.6,0
COc1ccc(C2Oc3ccccc3N2C(C)=O)cc1 (stereo not given),-1,7,1,6,-2,-3,4,-6,-2.2,-5
COc1ccc(NC(=S)N2CCN(S(=O)(=O)c3ccccc3)CC2)cc1OC,2,0,1,-3,0,2,-7,-1,-0.9,-2
COc1ccccc1NC(=O)C(=O)NNC(=O)COc1ccc2ccccc2c1,3,6,8,-7,3,28,5,-10,-2.1,2
Cc1ccc(S(=O)(=O)CNC(=S)c2ccc3ccccc3c2)cc1,-3,-8,-6,-13,2,8,-1,-22,1.9,1
COC(=O)C1=C(C)N(C)C(=NCc2cccc(C(F)(F)F)c2)NC1c1ccc(C(F)(F)F)cc1 (stereo not given),2,3,19,-2,-1,6,5,x,-0.1,-4
Cc1c(N)cc2c(c1N)C(C)(C)CC2(C)C,3,10,2,3,-2,2,9,6,-2.3,-1
O=C(NCc1ccco1)C(c1ccccc1F)N(Cc1cccnc1)C(=O)Cn1nnc2ccccc21 (stereo not given),-2,5,-1,-5,1,0,2,1,-1.7,-1
CCOc1ccccc1Nc1nnc(SCC(=O)NCC2CCCO2)s1 (stereo not given),1,3,-2,-4,5,2,5,2,-1.7,-7
Cc1onc(C(=O)NCCc2ccccc2)c1[N+](=O)[O-],1,11,2,11,1,2,3,1,-1.3,-7
O=C(CCN1C(=O)S/C(=C\c2ccccc2)C1=O)NC1CCS(=O)(=O)C1 (stereo not given),-1,2,-1,-3,2,1,8,9,0.3,-2
Cc1cc(C(=O)OCC(=O)Nc2cccnc2Cl)c2ccccc2n1,-3,-11,-3,1,4,-5,-3,3,-1.5,-1
O=c1[nH]c(N/N=C\c2ccc3c(c2)OCO3)nc2ccccc12,-1,-6,15,1,0,32,3,3,-1.0,-1
COc1ccc(C(CNC(=O)c2ccco2)N2CCCCC2)cc1 (stereo not given),3,-4,-1,1,-4,-3,11,x,-0.4,-2
Cc1ccccc1NC(=O)CN1C(=O)CCSc2ccccc21,-2,-2,-2,-3,-1,1,x,x,x,-9
CC(C)[C@H](NC(=O)c1ccc(Cl)c([N+](=O)[O-])c1)C(=O)O,-3,-11,5,6,0,2,4,1,-1.2,-1
S=c1[nH]nc(Cc2ccc(Br)cc2)n1/N=C/c1ccc(Cl)cc1,6,3,-1,3,22*,26,0,-16,1.1,6
Cc1ccc(C(=O)Nc2cc(C(C)C)c(O)c(C(C)C)c2)cc1,2,-3,-29,6,1,-5,-4,-19,-0.2,3
Cc1ccc2occ(C(c3nnnn3C3CCCC3)N3CCN(C(=O)c4ccco4)CC3)c(=O)c2c1 (stereo not given),0,0,7,-6,4,-5,-1,-13,0.7,-1
O=C(N/N=C/c1ccc(N2CCOCC2)cc1)c1ccccc1OCCOc1ccccc1,-1,3,11,2,0,-1,3,x,0.5,4
COc1ccc(-n2c(=O)c3c4c(sc3n(CC(=O)NCC3CCCO3)c2=O)CCCC4)c(OC)c1 (stereo not given),-8,-7,2,-4,3,-3,0,4,-1.6,-1
CN1CCC(NC(=O)c2ccncc2)CC1,-1,19,-5,7,-1,0,1,2,0.6,-3

# Part of the list above in order of SMILES length, descending:
SMILES,LEDGF integ inh,TDP2 absorb,ABHD4 inh,SIAE inh,PRMT1 FP inh,rCAG RNA binder,TCR-CD3 inh,HTRA1 inhibitor,PG9 Ab binder,NR1D1 modulator
O=C(NCc1ccco1)C(c1ccccc1F)N(Cc1cccnc1)C(=O)Cn1nnc2ccccc21 (stereo not given),-2,5,-1,-5,1,0,2,1,-1.7,-1
Cc1cc(C(=O)OCC(=O)Nc2cccnc2Cl)c2ccccc2n1,-3,-11,-3,1,4,-5,-3,3,-1.5,-1
Cc1ccccc1NC(=O)CN1C(=O)CCSc2ccccc21,-2,-2,-2,-3,-1,1,x,x,x,-9
COc1ccc(C2Oc3ccccc3N2C(C)=O)cc1 (stereo not given),-1,7,1,6,-2,-3,4,-6,-2.2,-5
CN1CCC(NC(=O)c2ccncc2)CC1,-1,19,-5,7,-1,0,1,2,0.6,-3

# Other compounds:
SMILES,LEDGF integ inh,TDP2 absorb,ABHD4 inh,SIAE inh,PRMT1 FP inh,rCAG RNA binder,TCR-CD3 inh,HTRA1 inhibitor,PG9 Ab binder,NR1D1 modulator
COCCn1c(C)cc(C(=O)Cn2nc(C(=O)O)c3ccccc3c2=O)c1C,-1,5,-3,-3,-2,0,1,4,2.0,2
Cc1ccc(C2CC(=O)NC(SCC(=O)Nc3nccs3)=C2C#N)cc1 (stereo not given),1,4,3,-7,-2,22,3,-7,-2.4,4
O=C(COC(=O)CCC1CCCC1)Nc1cc(S(=O)(=O)N2CCOCC2)ccc1Cl,9,8,-3,-10,-3,-4,2,-8,0.3,-4
COc1ccc(NC(=O)N(C)C[C@H]2Oc3c(NS(=O)(=O)c4cn(C)cn4)cccc3C(=O)N([C@H](C)CO)C[C@@H]2C)cc1,6,-9,0,-3,-5,6,-5,1,-0.2,-2
Nc1nnc(SCc2c(F)cccc2Cl)s1,3,-17,-7,1,-5,3,5,5,-2.3,9
COc1ccc2sc(-c3ccc(SC)cc3)c(/C=C/c3ccc(OC)c(OC)c3)c2c1,1,1,-2,-1,2,7,4,-20,-1.2,5
CCOC(=O)[C@]12CCC=C1N(Cc1ccco1)C(=O)[C@H](CC(=O)NCCCN1CCCC1=O)C2,0,-5,5,1,0,5,10,x,1.3,-3
COC(=O)c1cnc(SCc2ccc(C)cc2)n1C,-1,-9,0,-3,-5,-4,4,-12,-1.9,6
O=C(CN1CCN(Cc2ccc(F)cc2Cl)C1=O)NCc1cccs1,3,-4,-3,3,-2,0,3,3,0.5,13
CC12CCC(=O)N1C(C(=O)NNC(=O)COc1ccccc1F)CS2 (stereo not given),-4,7,3,10,1,-1,3,10,-2.5,5
O=C(CSc1nc(N2CCCCC2)nc(N2CCCCC2)n1)c1ccccc1,-3,-6,5,1,3,-3,-2,-3,-1.1,1
CCCc1cc(=O)oc2cc(C)cc(OCC(=O)NCCCn3ccnc3)c12,3,-2,-1,5,2,-5,4,-2,4.1,5
Cc1cccc(OCCNC(=O)c2cc(C3CC3)nc3c2cnn3C(C)C)c1,3,13,1,0,0,0,-4,5,-0.2,0
CCC(=O)N(C)/C=C1\Sc2ccccc2C1=O,-1,-14,-3,-14,56*,-3,-11,-5,-3.8,-2
COC(=O)C(C)N(C(=O)c1cccc(Cl)c1)c1c(C)cccc1C (stereo not given),0,-7,0,4,-2,-6,3,-13,1.0,1
CSCCC(NC(=O)c1ccccc1Br)C(=O)N1CCC(C)CC1 (stereo not given),6,7,5,2,-1,-7,3,1,-0.1,-3
C=CCn1c(SCc2ccc(C#N)cc2)nnc1-c1ccc(C)cc1,0,-6,0,0,1,-6,6,-2,-1.8,-1
O=C(NCc1ccccc1)c1nc[nH]c1C(=O)N1CCc2ccccc2C1,4,-12,-7,4,0,-1,6,-12,-3.0,5
CC(=O)N1CCCc2cc(S(=O)(=O)N(C)CCC#N)ccc21,4,-2,-3,3,-2,-3,-1,2,-0.9,-3
COc1ccccc1CCC(=O)OCC(=O)NC1CCCC1,3,-3,-3,6,-2,-4,-3,0,-0.9,-3
CCCn1c(N)c(Sc2ccc(C)cc2)c(=O)n(CCC)c1=O,4,4,-8,-1,-5,-3,-8,0,-1.4,-2
COC(=O)c1cccc(NC(=O)CSc2nncn2-c2ccccn2)c1,-2,1,1,1,-3,-2,12,4,0.8,0
CCc1cccc(NC(=O)CCNS(=O)(=O)c2ccc3c(c2)oc(=O)n3C)c1,-7,-1,0,-1,2,1,-6,5,-1.1,-1
CCOC(=O)CCCNC(=O)c1cncc(O)c1,0,20,4,6,2,1,-4,4,1.5,5
O=C(CC(=O)c1ccccc1)Nc1cc([N+](=O)[O-])ccc1Cl,3,12,-3,2,4,25,3,-2,-2.0,-5

# (continued)
SMILES,LEDGF integ inh,TDP2 absorb,ABHD4 inh,SIAE inh,PRMT1 FP inh,rCAG RNA binder,TCR-CD3 inh,HTRA1 inhibitor,PG9 Ab binder,NR1D1 modulator
C[C@H](NC(N)=O)C(=O)Nc1ccc(OCc2ccccc2)cc1,-8,-8,4,2,2,-4,-3,-7,-0.3,9
COC(=O)c1ccc(NC(=O)COc2ccc(C3C(C#N)=C(N)Oc4c3ccc3ccccc43)cc2OC)cc1 (stereo not given),2,-8,-12,-63,6,24,-2,-115,-4.4,-5
CC1=C(C(=O)N(C(C)C)C(C)C)CC(CC(=O)NCc2cccs2)C(=O)N1CCC1=CCCCC1 (stereo not given),2,-2,0,-4,6,0,2,x,1.4,9
O=c1[nH]cccc1-c1nc2ccccc2[nH]1,2,9,3,12,-2,1,-2,7,-0.1,-1
Cc1ccc(S(=O)(=O)N2CCN(C(=O)CN3CCCCC3)C2)cc1,-2,3,7,7,-4,1,1,3,-0.1,2
CC(=O)Nc1ccc(S(=O)(=O)NC(C(=O)O)C(C)C)cc1 (stereo not given),-4,4,0,-5,2,-4,-1,-2,0.2,-1
COc1cccc(/C=N/NC(=O)C(C)n2nc(C)c([N+](=O)[O-])c2C)c1O (stereo not given),-10,2,-2,4,-2,5,-4,5,-2.0,1
O=S(=O)(c1ccc(Cl)cc1)N1CCN(Cc2ccncc2)CC1,2,6,2,-9,-1,-1,0,1,-2.6,-8
CC(C(=O)NCC1(c2ccccc2)CCCC1)N1CCOCC1 (stereo not given),-3,-2,6,16,-3,-6,0,-3,0.7,-1
Cc1cc(NC(=O)c2ccc(C)o2)no1,-2,14,-8,-1,4,-2,9,-1,0.3,5
O=C(NCC(c1ccc(F)cc1)N1CCOCC1)c1ccco1 (stereo not given),1,-8,-1,-3,0,-3,4,-2,-1.9,-3
COc1ccc([N+](=O)[O-])cc1NC(=O)COC(=O)C1CC1,-1,-7,-5,-16,1,0,4,-4,0.2,-5
CCOc1ccc(C2/C(=C(\O)c3ccc4c(c3)OCCO4)C(=O)C(=O)N2CCCN2CCOCC2)cc1 (stereo not given),-3,-5,-12,-2,12,13,-7,-5,-1.6,-2
COc1ccccc1NS(=O)(=O)c1cc(C(=O)N2CC(C)CC(C)C2)ccc1C (stereo not given),-1,-11,-3,-3,0,-6,-6,-15,0.9,3
O=C(Nc1ccc(S(=O)(=O)N2CCOCC2)cc1)c1ccco1,-2,-4,-4,-3,1,-1,-3,5,1.9,4
O=S(=O)(c1ccc(Br)s1)N1CCN(c2ccccn2)CC1,1,6,-5,0,0,-2,3,-11,-0.5,0
COc1ccccc1N1CCN(C(=O)CCC(=O)O)CC1,-1,-13,-4,0,-1,3,1,1,-3.3,6

# Screening results deposited in PubChem by several laboratories.
